Screening data deposited in PubChem by NCI.
yeast sgs1 mgt1: NCI yeast anticancer drug screen, S. cerevisiae sgs1 mgt1 strain; 78,000 compounds, 10% hits; growth inhibition, % at 50 µM; AID 161;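 also: 0% = growth of vehicle-only cultures of the same strain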
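Compounds are added to genetically altered yeast, and growth is compared with cultures given vehicle alone to give percent inhibition.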
yeast bub3: NCI yeast anticancer drug screen, S. cerevisiae bub3 mutant strain; % growth inhibition at 50 µM; 78,000 compounds, 9.9% hits; AID 167;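 also: 0% = growth of vehicle-only cultures of the same strain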
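Screening used yeast with an engineered genetic alteration affecting cell cycle control. Compound-exposed cultures were compared with vehicle cultures, and reduced growth was taken as inhibition.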
yeast cln2 rad14: NCI yeast anticancer drug screen, S. cerevisiae cln2 rad14 strain; growth inhibition, % at 50 µM; 78,000 compounds, 8.3% hits;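 also: 0% = growth of vehicle-only cultures of the same strain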
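Yeast strain cln2 rad14, bearing defects in cell cycle control and DNA repair, serves as the test system; values reflect growth inhibition compared with vehicle.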
yeast mec2-1: NCI yeast anticancer drug screen, S. cerevisiae mec2-1 strain | growth inhibition, % at 50 µM | 79,000 compounds, 9% hits | AID 157;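 also: 0% = growth of vehicle-only cultures of the same strain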
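Cells of the genetically defined mec2-1 yeast strain are incubated with test compound. Inhibition of growth is calculated against vehicle-treated controls.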
yeast mlh1 rad18: NCI yeast anticancer drug screen, S. cerevisiae mlh1 rad18 strain; growth inhibition, % at 50 µM; AID 175; 79,000 compounds, 11% hits;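 also: 0% = growth of vehicle-only cultures of the same strain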
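Vehicle-treated cultures served as the reference for growth inhibition in a yeast strain carrying DNA damage repair alterations exposed to each compound.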
rad50: NCI yeast anticancer drug screen, S. cerevisiae rad50 strain | 79,000 compounds, 10% hits | % growth inhibition at 50 µM;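 also: 0% = growth of vehicle-only cultures of the same strain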
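Compounds were tested on a yeast strain with an engineered DNA damage repair alteration; the reported value is growth inhibition normalised to vehicle treatment.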
* = called active by the depositor. Rule as the data show it: active = growth inhibition above about 70%; inactive = the rest.

COc1ccc(C(CC(=O)C(C)(C)CN2CCCCC2)SCCS(=O)(=O)O)cc1 (stereo not drawn) was read as yeast sgs1 mgt1 -3, yeast bub3 -2, yeast cln2 rad14 3, yeast mec2-1 -5, yeast mlh1 rad18 4 and rad50 -3.
Screening NC(S(=O)(=O)O)S(=O)(=O)O returned yeast sgs1 mgt1 0, yeast bub3 -3, yeast cln2 rad14 -4, yeast mec2-1 0, yeast mlh1 rad18 3 and rad50 11.
CCN(CC)CCNc1ccc2nnn3c4ccc([N+](=O)[O-])cc4c(=O)c1c23 was read as yeast sgs1 mgt1 66, yeast bub3 38, yeast cln2 rad14 36, yeast mec2-1 26, yeast mlh1 rad18 76* and rad50 67.
`Cn1ncc2c(=O)[nH]c(=S)[nH]c21` gave yeast sgs1 mgt1 -6, yeast bub3 -2, yeast cln2 rad14 -32, yeast mec2-1 -4, yeast mlh1 rad18 4 and rad50 -10.
For Nc1ncnc2nc(I)[nH]c12 the results were yeast sgs1 mgt1 -5, yeast bub3 27, yeast cln2 rad14 -7, yeast mec2-1 1, yeast mlh1 rad18 7 and rad50 -1.
CC(C)C(O)C(C)(C)C(O)C#N (stereo not drawn) was read as yeast sgs1 mgt1 0, yeast bub3 0, yeast cln2 rad14 -2, yeast mec2-1 -1, yeast mlh1 rad18 8 and rad50 18.
CSc1ncc2c(C#N)c3sc4ccccc4n3c(=O)c2n1 was read as yeast sgs1 mgt1 32, yeast bub3 26, yeast cln2 rad14 12, yeast mec2-1 -8, yeast mlh1 rad18 -21 and rad50 15.
`CC12C=C3CC(OC(=O)c4ccccc4)CCC3(O1)c1ccccc12` (stereo not drawn) gave yeast sgs1 mgt1 90*, yeast bub3 79*, yeast cln2 rad14 10, yeast mec2-1 91*, yeast mlh1 rad18 76* and rad50 85*.
`CCC(Cl)COP(=O)(CC(Cl)CC)OC(C)P(=O)(OCC(Cl)CC)OCC(Cl)CC` (stereo not drawn) gave yeast sgs1 mgt1 99*, yeast bub3 97*, yeast cln2 rad14 98*, yeast mec2-1 98*, yeast mlh1 rad18 98* and rad50 98*.
For C=CCCCCCCCCC(=O)OCC(C)C the results were yeast sgs1 mgt1 16, yeast bub3 -24, yeast cln2 rad14 -27, yeast mec2-1 22, yeast mlh1 rad18 17 and rad50 11.
`Fc1ccc2nc3ccccc3c(SCCNCCSc3c4ccccc4nc4ccc(F)cc34)c2c1` gave yeast sgs1 mgt1 17, yeast bub3 2, yeast cln2 rad14 16, yeast mec2-1 -5, yeast mlh1 rad18 35 and rad50 43.
Screening CC(C)COC(=O)C(CC(C)C)NC(=O)C(C)O (stereo not drawn) returned yeast sgs1 mgt1 -13, yeast bub3 -15, yeast cln2 rad14 11, yeast mec2-1 -17, yeast mlh1 rad18 7 and rad50 6.
`C1CSC2=C(S1)SC1=C(S2)SC(=C2SC3=C(SC4=C(SCCS4)S3)S2)S1` gave yeast sgs1 mgt1 34, yeast bub3 20, yeast cln2 rad14 4, yeast mec2-1 32, yeast mlh1 rad18 11 and rad50 11.
O=C1OC(c2ccccc2)(c2ccccc2)c2cc3c(cc21)C(c1ccccc1)(c1ccccc1)OC3=O was read as yeast sgs1 mgt1 -18, yeast bub3 4, yeast cln2 rad14 14, yeast mec2-1 -8, yeast mlh1 rad18 -14 and rad50 -7.
Screening O=C(COc1ccc(Cl)cc1)Oc1c(Cl)cc(Cl)cc1Cl returned yeast sgs1 mgt1 99*, yeast bub3 98*, yeast cln2 rad14 97*, yeast mec2-1 98*, yeast mlh1 rad18 98* and rad50 96*.
For CC(=O)N1C(Nc2ccccn2)CCN1c1ccccc1 (stereo not drawn) the results were yeast sgs1 mgt1 -21, yeast bub3 8, yeast cln2 rad14 17, yeast mec2-1 -45, yeast mlh1 rad18 -23 and rad50 -31.
CC(C)(C)c1cc(C(C)(C)C)c(P(C(O[Si](C)(C)C)=C(c2ccccc2)c2ccccc2)C(O[Si](C)(C)C)=C(c2ccccc2)c2ccccc2)c(C(C)(C)C)c1 was read as yeast sgs1 mgt1 -4, yeast bub3 -5, yeast cln2 rad14 5, yeast mec2-1 -8, yeast mlh1 rad18 15 and rad50 -15.
Screening O=[N+]([O-])c1ccc2c(c1)OCO2 returned yeast sgs1 mgt1 70, yeast bub3 37, yeast cln2 rad14 7, yeast mec2-1 8, yeast mlh1 rad18 68 and rad50 68.
Screening COc1ccc2[nH]c3c(=O)[nH]ncc3c2c1 returned yeast sgs1 mgt1 -8, yeast bub3 10, yeast cln2 rad14 -3, yeast mec2-1 -1, yeast mlh1 rad18 9 and rad50 -2.
`Cc1ccc(S(=O)(=O)c2ccc(C)cc2[N+](=O)[O-])c([N+](=O)[O-])c1` gave yeast sgs1 mgt1 -25, yeast bub3 -20, yeast cln2 rad14 -6, yeast mec2-1 -52, yeast mlh1 rad18 -45 and rad50 -58.
C/C(O)=C(\C=N\C(=S)N=Nc1c(O)[nH]c2ccccc12)C(=O)Nc1ccccc1C was read as yeast sgs1 mgt1 43, yeast bub3 62, yeast cln2 rad14 32, yeast mec2-1 37, yeast mlh1 rad18 62 and rad50 52.
`NC1c2ccccc2-c2ccc([N+](=O)[O-])cc21` (stereo not drawn) gave yeast sgs1 mgt1 27, yeast bub3 -12, yeast cln2 rad14 -9, yeast mec2-1 -7, yeast mlh1 rad18 40 and rad50 40.
NC(=O)N/N=C(\C(=O)C(=O)Nc1ccc(Cl)c(C(F)(F)F)c1)c1nc2ccc(C(=O)c3ccccc3)cc2[nH]c1=O was read as yeast sgs1 mgt1 39, yeast bub3 -3, yeast cln2 rad14 -37, yeast mec2-1 -1, yeast mlh1 rad18 25 and rad50 25.
For N#CC(O)c1ccccc1[N+](=O)[O-] (stereo not drawn) the results were yeast sgs1 mgt1 -17, yeast bub3 4, yeast cln2 rad14 -14, yeast mec2-1 49, yeast mlh1 rad18 29 and rad50 -6.
`C1=C(c2c(-c3ccccc3)[nH]c3ccccc23)Cc2ccccc21` gave yeast sgs1 mgt1 62, yeast bub3 71*, yeast cln2 rad14 30, yeast mec2-1 44, yeast mlh1 rad18 55 and rad50 13.
Screening OC1CC=CC1 returned yeast sgs1 mgt1 -5, yeast bub3 8, yeast cln2 rad14 0, yeast mec2-1 -4, yeast mlh1 rad18 -13 and rad50 2.
Screening CO[C@@]12CC(=O)/C(=C(O)\C=C\c3ccccc3)C(=O)[C@]1(OC)Cc1ccccc1O2 returned yeast sgs1 mgt1 34, yeast bub3 34, yeast cln2 rad14 19, yeast mec2-1 32, yeast mlh1 rad18 25 and rad50 35.
CC[N+](C)(CC)CCC(O)(c1ccccc1)c1ccccc1 was read as yeast sgs1 mgt1 -18, yeast bub3 11, yeast cln2 rad14 9, yeast mec2-1 -3, yeast mlh1 rad18 6 and rad50 -13.
For CC(C)(C)[Si](C)(C)OCCC1CC2(S(=O)(=O)C3=CC=C=C=C3)ON1CC2S(=O)(=O)c1ccccc1 (stereo not drawn) the results were yeast sgs1 mgt1 -1, yeast bub3 -20, yeast cln2 rad14 -24, yeast mec2-1 -6, yeast mlh1 rad18 17 and rad50 7.
`O=[N+]([O-])c1ccc(OC(=S)N2CCOCC2)cc1` gave yeast sgs1 mgt1 -8, yeast bub3 -10, yeast cln2 rad14 0, yeast mec2-1 9, yeast mlh1 rad18 -1 and rad50 -7.
Screening O=Nc1ccc(O)c(/C=N/O)c1 returned yeast sgs1 mgt1 92*, yeast bub3 90*, yeast cln2 rad14 84*, yeast mec2-1 91*, yeast mlh1 rad18 89* and rad50 87*.
For Cc1cc(C)c(C(=O)O)c(C)c1Br the results were yeast sgs1 mgt1 -5, yeast bub3 9, yeast cln2 rad14 -35, yeast mec2-1 -27, yeast mlh1 rad18 4 and rad50 -3.
`CCOP1(=O)C=C(C)C(=C(Cl)Cl)C(C)=C1` (stereo not drawn) gave yeast sgs1 mgt1 -14, yeast bub3 -8, yeast cln2 rad14 5, yeast mec2-1 -10, yeast mlh1 rad18 -5 and rad50 -2.
Screening N=Cc1ccccc1O returned yeast sgs1 mgt1 -5, yeast bub3 3, yeast cln2 rad14 8, yeast mec2-1 -10, yeast mlh1 rad18 3 and rad50 -3.
For Cc1ccc(CSC(N)=Nc2ccccc2)cc1C the results were yeast sgs1 mgt1 53, yeast bub3 80*, yeast cln2 rad14 -4, yeast mec2-1 24, yeast mlh1 rad18 42 and rad50 62.
For O=[N+]([O-])c1cc2c(cc1Br)C1C(C3C2C2(Cl)C(Cl)=C(Cl)C3(Cl)C2(Cl)Cl)C2(Cl)C(Cl)=C(Cl)C1(Cl)C2(Cl)Cl (stereo not drawn) the results were yeast sgs1 mgt1 25, yeast bub3 11, yeast cln2 rad14 12, yeast mec2-1 5, yeast mlh1 rad18 8 and rad50 32.
Screening OCCn1cnc2ccccc21 returned yeast sgs1 mgt1 -20, yeast bub3 -2, yeast cln2 rad14 -26, yeast mec2-1 1, yeast mlh1 rad18 -18 and rad50 4.
CCCCC(CC)COC(=O)CCl (stereo not drawn) was read as yeast sgs1 mgt1 8, yeast bub3 -2, yeast cln2 rad14 -15, yeast mec2-1 11, yeast mlh1 rad18 22 and rad50 21.
For Cc1ccc(C(C)C)cc1N1C(=O)C2C(C1=O)C1(Cl)C(Cl)=C(Cl)C2(Cl)C1(Cl)Cl (stereo not drawn) the results were yeast sgs1 mgt1 22, yeast bub3 -6, yeast cln2 rad14 -30, yeast mec2-1 12, yeast mlh1 rad18 25 and rad50 18.
Screening O=C1c2cccc3c([N+](=O)[O-])ccc(c23)C(=O)N1Cc1cccnc1 returned yeast sgs1 mgt1 100*, yeast bub3 99*, yeast cln2 rad14 99*, yeast mec2-1 100*, yeast mlh1 rad18 99* and rad50 99*.
Screening CC1(C)N=C(N)N=C(N)N1c1ccc(CCCCc2ccccc2)cc1 returned yeast sgs1 mgt1 100*, yeast bub3 50, yeast cln2 rad14 99*, yeast mec2-1 100*, yeast mlh1 rad18 46 and rad50 100*.
Screening O=c1[nH]c2c([N+](=O)[O-])cc(Cl)cc2nc1/C=C(\O)c1ccccc1 returned yeast sgs1 mgt1 67, yeast bub3 -2, yeast cln2 rad14 45, yeast mec2-1 5, yeast mlh1 rad18 84* and rad50 50.
Screening CC(C)=CCC/C(C)=C/C=O returned yeast sgs1 mgt1 5, yeast bub3 8, yeast cln2 rad14 10, yeast mec2-1 3, yeast mlh1 rad18 8 and rad50 9.
For CCCN(CCC)C(=S)Sc1nc(C)nc(N2CCN(c3nc(C)nc(SC(=S)N(CCC)CCC)c3[N+](=O)[O-])CC2)c1[N+](=O)[O-] the results were yeast sgs1 mgt1 36, yeast bub3 9, yeast cln2 rad14 31, yeast mec2-1 1, yeast mlh1 rad18 54 and rad50 28.
Screening O=c1c2nc3ccccc3c(=O)n2ncn1-c1ccccc1Cl returned yeast sgs1 mgt1 -17, yeast bub3 -18, yeast cln2 rad14 -17, yeast mec2-1 -2, yeast mlh1 rad18 -15 and rad50 7.
O=C1OC[C@@H]2[C@H]1[C@H]1O[C@@H]2c2cc3ccccc3cc21 was read as yeast sgs1 mgt1 -31, yeast bub3 -25, yeast cln2 rad14 -7, yeast mec2-1 -19, yeast mlh1 rad18 -51 and rad50 -20.
Screening OCC1NCCCC1O (stereo not drawn) returned yeast sgs1 mgt1 -23, yeast bub3 -18, yeast cln2 rad14 -9, yeast mec2-1 -26, yeast mlh1 rad18 -10 and rad50 -18.
